LDHA inh = LDHA (human) enzyme inhibition; P00338; purified LDHA, NADH/diaphorase-resazurin fluorescence; active compounds read low; activity change, % (values are at about 110 or 230 µM); 480,000 tested, 0.15% active; in the data active = activity change below about -30%; inconclusive = mostly about -25% to -30%;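 also: plate controls were DMSO wells for no effect and wells without enzyme for full effect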
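LDH5 2 nM; NADH 0.06 mM, pyruvate 0.2 mM; 200 mM Tris pH 7.4, EDTA, Tween-20; 5 min RT. Detection: diaphorase 0.133 mg/mL + resazurin 37 µM, fluorescence ex540/em590 at 0 and 20 min; normalized to enzyme-free and DMSO wells.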
An asterisk follows results filed as active; ? = inconclusive; & = joins results of further samples. Only part of the results is shown. The share of hits here may be higher or lower than overall.

SMILES | LDHA inh
CN1/C(=C/C(=O)COC(=O)c2cc3c(s2)CCC3)C(C)(C)c2ccccc21 | -7
CCc1nn2c(=O)cc(CNc3cccc(C(C)=O)c3)nc2s1 | -2
O=C(O)c1ccc(C#Cc2ccccc2)cc1 | 12
CCCNc1nc(-c2ccc(Cl)cc2)c(CC(=O)O)s1 | -8
COc1ccc(OC)c(C(=O)Oc2cc(Cl)ccc2Cl)c1 | 1
O=C(Nc1c(NC2CCCC2)c2ccccc2oc1=O)c1ccccc1F | 2
Cc1[nH]c2ccccc2c1C1c2ccccc2C(=O)N1CC(N)=O (stereo not drawn) | 0
CC(C)NC(=O)CN1CCN(C(=O)c2cc(-c3ccccn3)nc3ccccc23)CC1 | 1
Cc1ccccc1NC(=O)C1CCCC1 | 12
COC(=O)c1cc(NC(=O)CSc2nnc(Cc3ccc(OC)cc3)n2C)ccc1Cl | 3
O=C(NC1CCCCC1)C(c1cccc2ccccc12)n1c(=O)c(-c2ccco2)nc2ccccc21 (stereo not drawn) | -1
O=C(Nc1c(N2CCCC2)c2ccccc2oc1=O)C1CC1 | 8
CC(=O)N(c1nc(C)c(C(=O)Nc2ccc3[nH]ccc3c2)s1)C1CC1 | 0
CS(=O)(=O)N(CC(=O)N1CCc2ccccc2C1)c1cc(C(F)(F)F)ccc1Cl | 8
O=C(CCC1CCCC1)NCC1CN(Cc2ccccc2)CCO1 (stereo not drawn) | -1
CC(C)C(N)c1cccs1 (stereo not drawn) | 8
COC(=O)CNC(=O)Nc1cc(C(=O)NCc2ccc(C(C)C)cc2)ccc1N1CCCC1 | 0
CCc1ccc(C(=O)N(Cc2ccco2)C2CC2)o1 | -2
Cc1ccc(-n2c3nc(=O)[nH]c(=O)c-3cc3ccc(Cl)cc32)c(C)c1 | -10
CCOC(=O)c1ccc(-c2ccc(/C=C(\C#N)C(=O)N3CCOCC3)o2)cc1 | -5
O=C(Nc1ccc2c(c1)OCO2)C1CCN(C(=O)c2n[nH]c(=O)c3ccccc23)CC1 | 6
CCC(C(=O)NC1CCCC1)n1c(C2CC2)nc2ccccc21 (stereo not drawn) | 4
CCN(Cc1ccc2c(c1)OCO2)C(=O)NCc1nc(C)cs1 | -3
CCc1ccc(NC(=O)Cn2c(-c3ccc(F)cc3)cc(C(C)=O)c2C)cc1 | -2
CC(C)Cn1cnc2c1c(=O)n(CC(O)COc1ccc3ccccc3c1)c(=O)n2CC(C)C (stereo not drawn) | 3

Structural class, the entries above with a thiophene ring, fused or not.
SMILES | LDHA inh
CN1/C(=C/C(=O)COC(=O)c2cc3c(s2)CCC3)C(C)(C)c2ccccc21 | -7
CC(C)C(N)c1cccs1 (stereo not drawn) | 8

The results go on:
SMILES | LDHA inh
Cc1nc2cc(NC(=O)CC3(C(=O)O)CCCC3)ccc2o1 | -1
COCCc1ccc(OS(=O)(=O)c2c(C)c(Cl)cc(C)c2Cl)cc1 | 0
Cc1c(Cl)cccc1NC(=O)c1nn(Cc2ccccc2)c(=O)c2ccccc12 | 6
CC(C)CNC(=O)NC(=O)CSc1nc2ccccc2c(=O)n1-c1ccccc1F | 11
Cc1ccc2[nH]c(C(=O)NC(C)c3cccc(F)c3)cc2c1 (stereo not drawn) | 0
CCc1cc2c(cc1C1(C)OCCO1)C(C)(C)CCC2(C)C | 7
Cc1cc(Cl)c(Cl)cc1S(=O)(=O)N(C)C | 4
Cc1cc(C)n2nc(N(Cc3cccc(C#N)c3)S(=O)(=O)c3ccccc3)nc2n1 | 6
CCn1cc(S(=O)(=O)Nc2cc(F)ccc2F)cn1 | 1
Cc1oc(-c2cccs2)nc1CN1CCNC(=O)C1 | -8
CN(C)C(CNC(=O)c1cc2ccccc2oc1=O)c1ccc(C(C)(C)C)cc1 (stereo not drawn) | -2
O=S(=O)(c1ccc(-c2nc(-c3ccccc3)no2)o1)N1CCOCC1 | 0
Cc1nnc(NC(=O)c2csc(NC3CCCC3)n2)s1 | -1
O=c1cc(CNCc2ccccc2)c2ccccc2[nH]1 | 4
N#CC1=C(n2cccc2)N(c2ccc(Br)cn2)C2=C(C(=O)CCC2)C1c1cccc(C(F)(F)F)c1 (stereo not drawn) | 25
O=C(Nc1cccnc1)C1=C(c2ccccc2)S(=O)(=O)CCO1 | -6
CCC(C)c1ccc(NC(=O)COC(=O)c2cc(=O)c3ccccc3o2)cc1 (stereo not drawn) | 2
Cc1cccc(C)c1NS(=O)(=O)c1cc(-c2ccno2)oc1C | -8
Cc1ccc(NS(=O)(=O)c2cc3c(cc2-c2cn[nH]c2)NC(=O)CO3)cc1C | -7
CCCNC(=O)NC(=O)COC(=O)c1cc(C)nc2ccccc12 | -12
COC(=O)c1ccc(CN2CCCC2)cc1 | -3
Cn1cccc1/C=C(\C#N)c1ccc(Cl)cc1Cl | -20
CSc1cccc(NC(=O)c2ccccc2C(F)(F)F)c1 | 8
CC(=O)c1ccc(S(=O)(=O)N2CCN(C(=O)c3cc(C)n(C(C)C)c3C)CC2)cc1 | 8
COc1ccc(C(=O)NC2CCCCNC2=O)cc1OC (stereo not drawn) | 0

Other structures follow:
SMILES | LDHA inh
CCCC(=O)N1c2nc(CC)nn2C2(CCCCC2)[C@@H]2CCCC[C@@H]21 | -9
COc1cccc(N(CC(=O)N2CCC(C(N)=O)CC2)S(=O)(=O)c2ccc(C)cc2)c1 | -2
CCOc1nc2ccccc2nc1N1CCC(C(=O)Nc2ccc(C)c(Cl)c2)CC1 | 5
O=C(Cn1ncc2ccccc2c1=O)Nc1ncc(Cc2cccc(C(F)(F)F)c2)s1 | -4
COc1ccc(-c2nn3c(C(C)C)nnc3s2)cc1OC | 0
CCN1CCN(c2oc(COc3cccc(Cl)c3)nc2C#N)CC1 | 1
O=C(CSc1nc2ccccc2o1)NC1CCCCCC1 | 1
CCc1ccccc1NC(=O)CN1CCN(C(=O)c2oc3ccccc3c2C)CC1 | -1
N#C/C(=C\c1ccc(-c2ccc(Br)cc2)o1)C(=O)c1ccccc1 | 7
Cc1cc(F)ccc1-n1c(SCC(=O)NC2CCCC2)nc2ccsc2c1=O | -5
Cc1n[nH]c(C)c1S(=O)(=O)Nc1ncn(Cc2ccc(Cl)c(Cl)c2)n1 | 4
CC(=O)c1cccc(NC(=O)c2ccc(C#N)cc2F)c1 | 0
O=[N+]([O-])c1ccc2nc(Cl)ccc2c1 | 3
Cc1ccc(NC(=O)COC(=O)CCSc2ccc(F)cc2)c(Br)c1 | -10
O=C(Nc1ccc2ccccc2n1)c1ccc(S(=O)(=O)N2CCCCC2)cc1 | 4
O=C(NCc1ccccc1)c1ccc(CSCc2ccccc2Cl)o1 | 6
Cc1cccc(C)c1NC(=O)C(c1ccc(C(F)(F)F)cc1)n1c(=O)c(-c2cc3ccccc3[nH]2)nc2ccccc21 (stereo not drawn) | -3
CCc1ccc(-c2cc(C(F)(F)F)on2)cc1S(=O)(=O)Nc1ccc2c(c1)OCCO2 | 1
CC(C)n1nc(C(=O)OCC(=O)Nc2ccc(Cl)cc2F)c2ccccc2c1=O | -2
COC(=O)c1c(C)[nH]c(C(=O)N2CCCC2c2ccc3c(c2)OCCO3)c1C (stereo not drawn) | -4
Cc1ccc(S(=O)(=O)CC(=O)c2ccc(Cl)cc2)cc1C | 3
O/N=C/c1ccc(OC(F)F)cc1 | 2
Clc1ccc(CN2CCN(c3ncnc4nc[nH]c34)CC2)c(Cl)c1 | -8
Cc1cccc(C(=O)Nc2nonc2-c2ccc(Cl)cc2)c1 | 3
O=C(Nc1c(F)cc(F)cc1Br)c1cc2ccccc2oc1=O | -6

Next section:
SMILES | LDHA inh
Cc1nn(C(=O)COc2ccccc2)c(C)c1S(=O)(=O)N1CCc2ccccc2C1 | 6
Cc1cc(C)n(-c2nc3ccccc3nc2N2CCN(C)CC2)n1 | 6
CS(=O)(=O)c1ccccc1NC(=O)COc1ccccc1C(=O)Nc1ccccc1 | -1&-5
Cc1cc2nc(-c3cccc(NC(=O)c4cccnc4)c3C)oc2cc1C | -4
O=C(/C=C/NC1CCN(Cc2ccccc2)CC1)C(F)(F)F | 3
CC(Sc1ccc(Cl)cc1)c1nc(-c2ccco2)no1 (stereo not drawn) | 5
CCCC(C(=O)NC(C)C)c1ccccc1 (stereo not drawn) | -9
Nc1nc(SCC(=O)NCc2ccc(F)cc2)n[nH]1 | 5
Cc1cc(C)n2nc(C(=O)OC(C)C(=O)c3c[nH]c4ccccc34)nc2n1 (stereo not drawn) | -9
CC1CCCCC1NC(=O)C1CC=CCC1 (stereo not drawn) | 3
COC(=O)c1ccc(OCc2cccc(C#N)c2)c(OC)c1 | 10
O=S(Cc1ccc(Cl)cc1)Cc1ccc(Cl)cc1Cl (stereo not drawn) | 4
COC(=O)CCC1CCCNC1 (stereo not drawn) | 15
CCC(=O)Nc1sc2c(c1C#N)CCC(CC)C2 (stereo not drawn) | -1
CCCCNc1nc(-c2cc(C)n(NC(=O)c3n[nH]c(=O)c4ccccc34)c2C)cs1 | 0
CCOC(=O)c1ccc(Oc2c(C)oc3cc(OCC)ccc3c2=O)cc1 | -8
NC1(C(=O)O)CCC(c2ccccc2)CC1 (stereo not drawn) | -1
Cc1cc(C)n(CC(=O)Nc2cc(C(F)(F)F)ccc2Cl)c(=O)c1C#N | -6
COc1ccc2cc(C(=O)N3CCC(C(C)C(=O)NCCCN4CCCC4)CC3)[nH]c2c1 (stereo not drawn) | 8
CN(CC(=O)Nc1ccc(Cl)c(Cl)c1)CC(=O)N(CCC#N)c1ccccc1F | 8
Cc1nc(/C=C/c2ccc(Cl)cc2)sc1C(=O)O | 8
COc1ccccc1CNC(=O)Cn1ccc2cc(Cl)ccc21 | 10
CCN(c1ccccc1)S(=O)(=O)c1cccc(C(=O)OC2CCCCC2=O)c1 (stereo not drawn) | 0
CCc1ccc(C(=O)COC(=O)COc2ccc(Cl)c(C)c2)cc1 | 1
CCc1c(C)sc2nc(NCc3ccco3)n3nc(-c4ccco4)nc3c12 | 0

(list continues)
SMILES | LDHA inh
CCOc1ccc(-n2nnnc2CNS(=O)(=O)CC)cc1 | -1
CC(Oc1cc2oc(=O)cc(-c3ccccc3)c2cc1Cl)C(=O)NCc1ccccn1 (stereo not drawn) | 1
CCCC12CN3CC(C)(CN(C1)C3c1cc(Br)ccc1OCC)C2=O (stereo not drawn) | -4
Cc1ccc(C)c(C(=O)c2cc3ccccc3o2)c1 | 13
Cc1ccccc1NC(=O)C(=O)c1c[nH]c2ccccc12 | 5
Fc1ccc(-c2csc(NCC3CCCO3)n2)cc1 (stereo not drawn) | 4
Cc1cc(C)c(C)c(S(=O)(=O)N2CCN(C(C)c3nc4ccccc4c(=O)[nH]3)CC2)c1C (stereo not drawn) | 2
C#CCOc1ccc(/C=C(/C#N)c2ccc(Cl)cc2)cc1I | -4
COc1ccc(-c2noc(-c3cccn(CC(=O)Nc4cc(C)cc(C)c4)c3=O)n2)cc1OC | 0
COc1ccc2cc(C(=O)N(C)Cc3ccc(C(N)=O)cc3)[nH]c2c1 | 8
CCOc1ccc2nc(N3CCC(C(=O)NCCc4ccc(OC)cc4OC)CC3)sc2c1 | -1
O=C(COc1ccc(Br)cc1F)OCC(=O)c1ccc[nH]1 | -20
O=C(NCC1CC1)c1cc2c(c(-c3cccc(-c4ccccc4F)c3)n1)[C@@H](CCO)N(C(=O)CC1CC1)C2 | 1
COc1cccc(-c2nc(-c3cc4cccc(C)c4nc3OC)no2)c1 | ?
CCOc1c(Cl)cc(/C=C(/C#N)c2nc3ccc(C)cc3[nH]2)cc1Cl | -1
C/C(=C/C(=O)C(F)(F)F)N1CCc2ccccc2C1 | 20
O=C(NC1CCCC1)c1ccc(Oc2nccnc2Sc2ccccc2)cc1 | 0
O=C(CCCc1cccs1)N1CCCC1 | 4
Fc1ccccc1-c1nnc(SCc2ccccc2Br)n1C1CC1 | 5
COc1cc(SC)ccc1C(=O)Oc1ccc(C(C)=O)cc1 | -5
COc1ccccc1C(=O)N1CCC(c2nc3ccccc3o2)CC1 | -10
O=C(COc1ccc2ccc(=O)oc2c1)Nc1ccc(F)c(F)c1 | 6
Fc1ccc(NC(=S)NCCc2ccccn2)cc1Cl | 0
NCCCN(Cc1ccc(Cl)c(Cl)c1)c1ccccn1 | 0
O=C(OCc1ccc(Cl)cc1Cl)C1CCC1 | -5

Three compounds drawn at random from those above, as already listed:
SMILES | LDHA inh
O=C(COc1ccc(Br)cc1F)OCC(=O)c1ccc[nH]1 | -20
C/C(=C/C(=O)C(F)(F)F)N1CCc2ccccc2C1 | 20
Cc1ccccc1NC(=O)C(=O)c1c[nH]c2ccccc12 | 5

Of the compounds above, 13 contain a cyano group.
SMILES | LDHA inh
CCOC(=O)c1ccc(-c2ccc(/C=C(\C#N)C(=O)N3CCOCC3)o2)cc1 | -5
Cc1cc(C)n2nc(N(Cc3cccc(C#N)c3)S(=O)(=O)c3ccccc3)nc2n1 | 6
N#CC1=C(n2cccc2)N(c2ccc(Br)cn2)C2=C(C(=O)CCC2)C1c1cccc(C(F)(F)F)c1 (stereo not drawn) | 25
Cn1cccc1/C=C(\C#N)c1ccc(Cl)cc1Cl | -20
CCN1CCN(c2oc(COc3cccc(Cl)c3)nc2C#N)CC1 | 1
N#C/C(=C\c1ccc(-c2ccc(Br)cc2)o1)C(=O)c1ccccc1 | 7
CC(=O)c1cccc(NC(=O)c2ccc(C#N)cc2F)c1 | 0
COC(=O)c1ccc(OCc2cccc(C#N)c2)c(OC)c1 | 10
CCC(=O)Nc1sc2c(c1C#N)CCC(CC)C2 (stereo not drawn) | -1
Cc1cc(C)n(CC(=O)Nc2cc(C(F)(F)F)ccc2Cl)c(=O)c1C#N | -6
CN(CC(=O)Nc1ccc(Cl)c(Cl)c1)CC(=O)N(CCC#N)c1ccccc1F | 8
C#CCOc1ccc(/C=C(/C#N)c2ccc(Cl)cc2)cc1I | -4
CCOc1c(Cl)cc(/C=C(/C#N)c2nc3ccc(C)cc3[nH]2)cc1Cl | -1
